# Pol eta inh: DNA polymerase eta (human) inhibition; Q9Y253; recombinant Pol eta, fluorescent DNA replication assay; Potency, µM (top dose mostly 114 µM), for inactives: at the top dose activity change, negative = inhibition, actives largely listed as inhibitors; 390,000 compounds, 1.2% hits; also: % is scaled to controls: 0 for no effect and ±100 for the full control effect
#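 Pol eta at 10 nM preincubated with compounds 15 min at room temperature; reaction started with fluorescent substrate (50 nM final) and read kinetically at 0 and 10 min.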
# BLM helicase inh: Bloom syndrome helicase (human) inhibition; AID 2528; 350,000 compounds, 0.2% hits; Potency, µM (highest dose often 56.1 µM), for inactives: at the top dose activity change, negative = inhibition, most hits filed as inhibitors; P54132; recombinant BLM DNA unwinding, fluorescence dequenching;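 also: plate controls were vehicle for no effect and no enzyme for full effect; nearly all actives have a fitted effect of over 35% in size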
# Anesthetic bind: candidate novel general anesthetic via apoferritin binding; P02791; apoferritin/1-aminoanthracene competitive binding, fluorescence; AID 485281; Potency, µM (highest dose often 77.5 µM), for the others: at the top dose activity change, negative = displacement, hits mostly inhibitors; 350,000 compounds, 0.074% hits; also: % is scaled to controls: 0 for no effect and ±100 for the full control effect; nearly all actives have a fitted effect of over 20% in size
# Target sequence (P02791 2-175 limits assumed): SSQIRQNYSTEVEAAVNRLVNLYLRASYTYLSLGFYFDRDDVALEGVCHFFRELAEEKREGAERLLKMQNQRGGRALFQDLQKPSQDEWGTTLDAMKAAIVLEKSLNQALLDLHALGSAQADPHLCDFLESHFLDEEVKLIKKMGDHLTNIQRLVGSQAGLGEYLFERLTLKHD
#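 Apoferritin-based anesthetic binding model; compound displacement of fluorescent 1-AMA measured as endpoint fluorescence after 10 minutes at room temperature, scaled to free-ligand and complex controls.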
# Pol beta inh: blocks human DNA polymerase beta activity. P06746. Pol beta primer extension/strand displacement, fluorescence kinetic. 340,000 compounds, 1.3% hits. Potency, µM (titrated, usually from 114 µM), for the others: at the highest dose activity change, negative = inhibition, most hits filed as inhibitors; also: % is scaled to controls: 0 for no effect and ±100 for the full control effect
#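 Pol beta (10 nM) and compounds were preincubated 15 min at room temperature, then 50 nM substrate (final) started primer extension/strand displacement. Reads were taken at 0 and 10 min; concentration-response data were fitted to a four-parameter Hill equation.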
# G9a inh: inhibitors of human histone lysine methyltransferase G9a. G9a H3K9 monomethylation, AlphaScreen, 2 h. Potency, µM (highest dose often 102 µM), for inactives: at the highest dose activity, negative = inhibition, usual class: inhibitors. AID 504332. Q96KQ7. 350,000 compounds, 8.8% hits; also: % is scaled to controls: 0 for no effect and ±100 for the full control effect; nearly all actives have a fitted effect of over 75% in size
# Target sequence (Q96KQ7 913-1193 limits assumed): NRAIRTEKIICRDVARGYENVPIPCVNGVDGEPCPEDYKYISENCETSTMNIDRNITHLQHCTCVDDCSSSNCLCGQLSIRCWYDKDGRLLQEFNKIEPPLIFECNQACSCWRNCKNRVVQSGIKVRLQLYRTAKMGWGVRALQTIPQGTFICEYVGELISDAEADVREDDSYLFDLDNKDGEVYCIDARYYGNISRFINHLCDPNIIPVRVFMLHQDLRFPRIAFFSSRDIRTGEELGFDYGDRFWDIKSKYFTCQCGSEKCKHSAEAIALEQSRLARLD
#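 Using a bead-based AlphaScreen, monomethylated H3K9 product from 2 h room-temperature reactions (G9a 20 nM, peptide 500 nM, SAM 20 uM) was detected with 0.5 ug/mL rabbit anti-H3K9me1 antibody.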
# APE1 inh: inhibitors of human APE1 endonuclease; P27695; recombinant APE1, TAMRA/BHQ-2 abasic DNA cleavage fluorescence; Potency, µM (series often up to 65.8 µM), without a hit: top-dose activity change, negative = inhibition, hits mostly inhibitors; 350,000 compounds, 0.35% hits; AID 2517;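 also: plate controls were vehicle for no effect and reference inhibitor for full effect; nearly all actives have a fitted effect of over 55% in size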
# Target sequence (P27695 whole entry, looked up): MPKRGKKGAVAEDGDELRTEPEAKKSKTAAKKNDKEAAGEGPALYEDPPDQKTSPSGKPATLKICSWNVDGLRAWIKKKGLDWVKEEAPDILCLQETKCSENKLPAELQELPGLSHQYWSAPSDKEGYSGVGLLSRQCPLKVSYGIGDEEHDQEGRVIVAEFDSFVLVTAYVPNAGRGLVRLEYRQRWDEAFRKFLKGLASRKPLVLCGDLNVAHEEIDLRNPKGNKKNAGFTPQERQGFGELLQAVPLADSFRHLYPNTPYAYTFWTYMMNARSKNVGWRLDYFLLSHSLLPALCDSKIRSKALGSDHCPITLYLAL
#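 APE1 at 0.75 nM final was preincubated with compound 15 min at room temperature, then 50 nM double-stranded THF abasic-site substrate (5'-TAMRA/3'-BHQ-2) was added. Fluorescence (ex 525/em 598 nm) was read kinetically; third-minus-first read gave activity.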
# POLI inh: inhibitors of human DNA polymerase iota | Pol iota fluorescent replication assay, 10 min | 390,000 compounds, 1% hits | Q9UNA4 | Potency, µM (doses to about 115 µM), for the others: top-dose activity, negative = inhibition, usual class: inhibitors | AID 588590
#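 Pol iota at 10 nM preincubated 15 min with compounds at room temperature; reaction started with fluorescent substrate, 50 nM final. Fluorescence read kinetically at 0 and 10 min; buffer-only wells as negative control.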
# BAZ2B inh: inhibitors of human BAZ2B bromodomain | 360,000 compounds, 4.4% hits | AlphaScreen BAZ2B-H3K14Ac peptide displacement | Q9UIF8 | Potency, µM (doses to about 114 µM), for the others: at the top dose activity change, negative = inhibition, actives largely listed as inhibitors; also: % is scaled to controls: 0 for no effect and ±100 for the full control effect; nearly all actives have a fitted effect of over 60% in size
#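 Complex of BAZ2B and biotin-H3K14Ac (50 nM apiece) forms over 30 min at RT, then faces library compounds up to 110 uM for another 30 min; AlphaScreen beads added, 20 min dark incubation, luminescence read.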
# Pol kappa inh: DNA polymerase kappa (human) inhibition. Potency, µM (doses to about 107 µM), inactives show at the top dose activity, negative = inhibition, actives largely listed as inhibitors. purified Pol kappa, fluorescent DNA synthesis assay, 10 min. Q9UBT6. 400,000 compounds, 0.53% hits; also: % is scaled to controls: 0 for no effect and ±100 for the full control effect
#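 Enzyme at 10 nM met test compounds for 15 min at room temperature. Substrate addition (50 nM final) began the reaction, which was monitored by fluorescence at 0 and 10 min.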
# * hit, by the source's call; u = inconclusive; x = not tested or not shown; & = joins results of further samples; [ ] = another dose, or the depositor's remark. Calls follow the shape of the dose curve; as a rule, active = well fitted curve in the direction sought with a large enough effect; inconclusive = small, poorly fitted or top-dose-only effect, or another doubt; inactive = no such curve, though single readings can be large; an effect the other way counts as inactive or inconclusive. Potency is read from the fitted curve at half-maximal effect. This is a subset; the hit share may differ from the screen's.
Pol eta inh	BLM helicase inh	Anesthetic bind	Pol beta inh	G9a inh	APE1 inh	POLI inh	BAZ2B inh	Pol kappa inh	molecule
-16%	-2%	u	-1%	-1%	1%	3%	10%	-6%	CC1CCCCN1S(=O)(=O)c1ccc(NC(=O)CSc2nnnn2C)cc1 (centres undefined)
-4%	4%	-13%	24%	-7%	-4%	-8%	5%	-4%	O=C(N/C(=C\c1ccc(Cl)cc1)C(=O)N1CCOCC1)c1ccco1
-12%	-9%	-5%	0%	39%[activator]	1%	-20%	2%	-2%	Fc1ccc(-c2cc(C(F)(F)C(F)F)[nH]n2)cc1
-14%	1%	-6%	1%	9%[59 µM]	x	37%[activator]	-10%	-10%[60.1 µM]	CCOC(=O)CC(NC(=O)N1CCC(CN2CCC(C)CC2)CC1)c1ccccc1 (centres undefined)
-4%	-1%	7%	21%	40µM*	6%	9%	u	-20%	O=C(CNC(=O)[C@@H]1Cc2ccccc2CN1)Nc1ccc2c(c1)OCCO2
-5%	1%[12.4 µM]	x	x	x	13%[12.4 µM]	23%	x	8%	CCOC(=O)CN1C(=O)N[C@@H](c2cccs2)C(C(=O)OC)=C1C
u	-4%	-1%	-22%	-30%	40%	u	-36%	-15%	CCN(CC)S(=O)(=O)c1nnc(NC(=O)c2ccco2)s1
-11%	1%	0%	47%	18%[59 µM]	16%	12%	-1%	-2%	CCC(C(=O)Nc1cccnc1)n1c(=O)[nH]c2ccccc2c1=O (centres undefined)
-3%	-6%	-13%	13%	-14%[59 µM]	x	-21%	-6%	-2%	CC1=C(C(=O)Nc2ccccc2C)C(c2ccccn2)n2nc(SCc3ccccc3F)nc2N1 (centres undefined)
-8%	-10%	114%[activator]	38%	92%[activator][59 µM]	x	9%	42%[activator]	-4%	Cc1cccc(OCC(=O)N(Cc2ccc(C(C)C)cc2)Cc2ccco2)c1C
79µM*	x	x	x	-11%[12.7 µM]	7%	u	u	-30%	COc1ccccc1C(=O)NC(=O)CSc1nnc(N)s1
-22%	x	x	x	1%[0.501 µM]	-5%	25%	10%	-1%	CC(OC(=O)c1ccccc1C(=O)N(C)c1ccccc1)C(=O)Nc1ccc(C(N)=O)cc1 (centres undefined)
-22%&-18%	0%&3%	217%[activator]	91%&15%	-7%	13%	67%&-9%[activator]	-2%&-1%	-4%&6%	CCOCCCNC(=O)c1cc2c(=O)n3ccccc3nc2s1
-16%	-5%	-17%	-18%	u	8%	15%	-36%	4%	O=C(/C=C/c1ccccc1[N+](=O)[O-])Nc1ccccc1
-19%	-14%	-7%	u	24%[59 µM]	24%	-16%	-30%	-31%	Cc1ccc(C(=O)NNC(=O)c2cc3ccccc3cc2O)cc1
-11%	-5%	-6%	-13%	u	4%	-21%	-14%	-15%	Oc1oc(-c2ccccc2Br)nc1/C=N/c1ccccn1
-4%	-5%	-5%	8%	u	3%	6%	-16%	-16%	CCS(=O)(=O)NCC(c1cccnc1)N1CCN(c2ccccc2)CC1 (centres undefined)
-7%	x	x	x	x	7%	u	x	-17%	CC(C)(O)CC[C@@H](O)[C@](C)(O)C1CC[C@@]2(O)C3=CC(=O)[C@@H]4C[C@@H](O)[C@@H](O)C[C@]4(C)C3CC[C@]12C (some centres undefined)
4%	2%	1%	-3%	u	26%	0%	4%	-13%	COc1ccc(NC(=O)CN2CCN(CC(=O)Nc3ccc(F)cc3F)CC2)cc1
-16%	x	x	x	x	20%	8%	x	2%	CCOC(=O)C1=CN(Cc2ccco2)S(=O)(=O)N(C)C1c1ccc2ccccc2c1 (centres undefined)
-9%	-11%	-13%	6%	-26%	12%	-15%	-22%	-5%	CC(C)n1nc(C(=O)Nc2nnc(C3CC3)s2)c2ccccc2c1=O
x	-12%	-19%	-17%	133%[activator]	-4%	x	64%[activator]	x	Nc1nn(-c2ccccc2)nc1C(=O)OCc1ccccc1F
-5%	-3%	5%	11%	-3%	50%	52%[activator]	-1%	-4%	CC(=O)c1ccccc1N(C(=O)c1ccco1)C(C(=O)NC1CCCC1)c1ccc(C)cc1 (centres undefined)
7%	-5%	-18%	5%	1.6µM*	0%	u	u	-21%	S=c1[nH]nc(CSc2nc3ccccc3s2)o1
0%	-1%	-5%	20%	-1%	29%	u	-1%	-6%	CCCNC(=O)COc1coc(CN2CCN(c3ccccc3OC)CC2)cc1=O
-16%	0%	-5%	-23%	4%[59 µM]	u	-16%	6%	-14%	COc1ccc(CSc2nc(N3CCOCC3)c3c(c2C#N)CC(C)(C)OC3)cc1
-9%	-5%	-10%	32%	u	-4%	7%	-8%	-7%	O=C(C(Cc1ccccc1)n1cccc1)N1CCN(c2ncccn2)CC1 (centres undefined)
-6%	0%	-19%	4%	29%[59 µM]	6%	3%	7%	u	S=C(Nc1ccc(Cl)cc1Cl)N1CCCCC1
-1%	-1%	-10%	19%	45µM*	8%	5%	u	-7%	O=Cc1cc([N+](=O)[O-])ccc1N1CCN(Cc2ccc3c(c2)OCO3)CC1
-5%	-14%	-13%	-28%	-9%[59 µM]	0%	-4%	9%	-12%	Cc1ccc2oc(=O)c3cnn(CC(=O)N4CCCc5ccccc54)c3c2c1
0%	96%[activator]	1%	5%	x	19%	-11%	-9%	-2%	CCN(CC)CCOC(=O)c1cccc2c1-c1ccccc1C2O (centres undefined)
-4%[57.1 µM]	6%	4%&6%	9%[57.1 µM]	7%&24%[59 µM]	-3%&15%&3%	-9%[58.9 µM]	x	-6%[60.1 µM]	NC/C=C/C(=O)O
-6%	x	x	x	5%[0.501 µM]	-16%	16%	2%	0%	O=C1C=C(c2ccc(-c3ccccc3)cc2)C[C@@H](c2ccc3c(c2)OCO3)C1
x	-5%[12.4 µM]	0%[15.3 µM]	-15%	40µM*	u	x	3%	x	CCCCCCC(=O)Cc1cc(OC)c(OC)cc1C=C(C(=O)OCC)C(=O)OCC
3%	-1%	-7%	36%	24%[2.33 µM]	1%	2%	-5%	-6%	CCCC(=O)NCCCc1nc2ccccc2n1CCC
-3%	-4%	-3%	28%	6%	-7%	103%[activator]	-13%	-3%	COc1ccc(NC(=O)N2CCCC2C(=O)NC23CC4CC(CC(C4)C2)C3)cc1 (centres undefined)
-7%	-5%	-13%	-13%	34%[activator][12.7 µM]	5%	-24%	-24%	-8%	NCc1nc(-c2ccc(Cl)cc2)no1
6%	1%	-10%	6%	4%	-3%	-9%[58.9 µM]	5%	0%	CCN(CC)CCCNC(=O)C1c2ccccc2C(=O)N1Cc1ccc(C)cc1 (centres undefined)
-17%	1%	4%	24%	2%[59 µM]	-3%	24%	4%	7%	CC(=O)c1c(O)cc(C(C)C)n(-c2ccccc2)c1=O
-11%	-5%	-1%	u	14µM*	x	u	u	-6%	Cc1ccccc1C(=O)Oc1cc(-c2ccc3c(c2)OCO3)cc(=O)c2c(C)oc(C)c12

# Next part; the last 2 above are carried over.
Pol eta inh	BLM helicase inh	Anesthetic bind	Pol beta inh	G9a inh	APE1 inh	POLI inh	BAZ2B inh	Pol kappa inh	molecule
-17%	1%	4%	24%	2%[59 µM]	-3%	24%	4%	7%	CC(=O)c1c(O)cc(C(C)C)n(-c2ccccc2)c1=O
-11%	-5%	-1%	u	14µM*	x	u	u	-6%	Cc1ccccc1C(=O)Oc1cc(-c2ccc3c(c2)OCO3)cc(=O)c2c(C)oc(C)c12
-8%	1%	2%	4%	80%[activator]	-3%	-24%	44%[activator]	-5%	N#CC1=C(N2CCOCC2)/C(=C\c2ccccc2)CC1
-8%	2%	-16%	4%	x	-5%	-15%	18%	-2%[60.1 µM]	CCOC(=O)CSc1nc(C)[nH]c1[N+](=O)[O-]
-3%	-2%	-1%	25%	23%	-9%	-14%	-11%	-12%	CN(C)CCCN1C(=O)c2cc3ccccc3cc2C1=O
-1%	-1%	-9%	13%	9%[59 µM]	x	79µM*	1%	u	O=S(=O)(c1ccc(Br)cc1)c1nc(-c2ccco2)oc1SCc1ccccc1Cl
-7%	-2%	-8%	-1%	22%	-2%	25%	-36%	-6%	Cc1cc(Cl)ccc1OCC(=O)NCc1ccncc1
-4%	-3%	86%[activator]	6%	-6%	4%	12%	-20%	0%	O=C(c1ccc(F)cc1)N1CCN(c2ccc(N3CCOCC3)nn2)CC1
-4%	-4%	-9%	-3%	-40%	1%	107%[activator]	-1%	-15%	CCOCc1nnc(NC(=O)c2cc(OC)c(OC)c(OC)c2)s1
-3%	-2%	u	15%	18%	17%	16%	-24%	-24%	O=C(NCC(c1ccco1)N1CCCCC1)c1ccc(NS(=O)(=O)c2ccc(F)cc2)cc1 (centres undefined)
-15%	-1%	-3%	0%	-3%[59 µM]	-1%	13%	0%	1%	CCCC(=O)Nc1ccc(C(=O)Nc2nnc(COCC)s2)cc1
9%	-7%	-19%	-12%	6%[59 µM]	-2%	6%	u	-18%	O=C(NCc1ccco1)C(c1cccs1)N(C(=O)Cc1cccs1)c1ccccc1 (centres undefined)
-12%	-9%	-21%	11%	4%	-6%	-3%	-14%	-26%	CC(C)c1ccc(NC(=O)NC(C)c2ccc3c(c2)OCO3)cc1 (centres undefined)
-3%	x	x	x	u	31%	28%	-7%	-14%	O=C(NCC(c1ccco1)N1CCN(c2ccccc2F)CC1)c1ccco1 (centres undefined)
-8%	5%	5%	8%	u	-2%	16%	-5%	-8%	Cc1ccnc(NS(=O)(=O)c2ccc(NC(=O)c3c(-c4ccccc4Cl)noc3C)cc2)n1
0%	0%	3%	6%	u	2%	-5%	-5%	-11%	CC(C)c1nc(SCC(=O)Nc2ccc(N3CCOCC3)cc2)c2ccccc2n1
-13%	0%	11%	0%	-4%[59 µM]	3%	13%	-12%	-4%	CC(=O)Nc1nc2ccccc2n1CCOc1ccccc1

# Pol eta inh, hit marks shown above
Pol eta inh	BLM helicase inh	Anesthetic bind	Pol beta inh	G9a inh	APE1 inh	POLI inh	BAZ2B inh	Pol kappa inh	molecule
79µM*	x	x	x	-11%[12.7 µM]	7%	u	u	-30%	COc1ccccc1C(=O)NC(=O)CSc1nnc(N)s1

# Screening data as filed in PubChem BioAssay.
